Assay outcomes as filed in PubChem.
XIAP displacement: small molecules displacing peptide from XIAP – biochemical, IAP family, fluorescence polarization (AID 1018) | displacement, % at 20 µM; hits with a dose series show IC50 in µM | 0.007% of 200,000 active | XIAP BIR domain, fluorescence polarization peptide displacement; higher % means a stronger effect; in the data active means displacement above about 50%; further: a part of the inactive calls stands beside numbers as strong as those of hits
human PMI inhibition: MPI enzyme activity inhibition – biochemical, fluorescence intensity, coupled assay, primary screen (AID 1209). purified PMI enzyme, coupled fluorescence intensity; higher % means a stronger effect. inhibition, % at 20 µM, or IC50 in µM where a hit was titrated. 0.42% of 190,000 active;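 further: plate controls were DMSO vehicle for no effect and wells lacking substrate for full effect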
Myeloid diff MLP: promotes myeloid progenitor differentiation; ER-HoxA9 myeloid progenitors, lysozyme-GFP differentiation, flow cytometry; calls only at 10 µM; 1% of 360,000 active; AID 624256;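 active means normalized GFP-positive differentiation at or above the plate's own cutoff, the solvent-only control mean plus 3 SD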;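 further: cells exposed to compound for four days before flow analysis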
LYP phosphatase: inhibitors of LYP phosphatase, biochemical, fluorescence intensity, uHTS (AID 1779) | recombinant LYP phosphatase, fluorescence intensity; higher % means a stronger effect | inhibition, % at 11.5 µM; hits with a dose series show IC50 in µM | 0.054% of 290,000 active;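 further: plate controls were vehicle with enzyme for no effect and no enzyme for full effect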
human PMI inhibitors: MPI inhibition at elevated mannose 6-phosphate – biochemical, fluorescence intensity, high mannose 6-phosphate, primary screen (AID 1220) | 0.66% of 190,000 active | recombinant PMI enzyme, coupled fluorescence intensity; higher % means a stronger effect | one-dose inhibition, % at 20 µM; IC50 in µM for titrated hits
TNAP activators: stimulation of alkaline phosphatase TNAP activity – biochemical, luminescent, no phosphate acceptor, uHTS, primary screen (AID 1001); purified TNAP, luminescent activation assay, no phosphate acceptor; higher activation fold means a stronger effect; activation fold at 20 µM, or EC50 in µM where a hit was titrated; 0.03% of 200,000 active; in the data active means activation fold from about 3, or a potency from the dose series; inactive means the rest, 99 in 100 with activation fold below about 1.6; further: many of its hits are not listed in these tables
ER stress rescue: protection against thapsigargin-triggered cell killing – 384-well, CSM14.1, ATP luminescence, primary screen (AID 1222); CSM14.1 thapsigargin-induced death rescue, ATP luminescence; higher % means a stronger effect; cellular ATP content (survival), % at 20 µM; hits with a dose series show EC50 in µM; 190,000 tested, under 10 active;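 active means EC50 below 50 µM in the dose-response confirmation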;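 further: death triggered by thapsigargin at about 15 µM added after 2 h compound pretreatment; cell ATP read after overnight thapsigargin exposure of roughly 18 to 22 hours; normalized against plate controls of thapsigargin alone and 5% DMSO vehicle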
M17LAP inhibition: P. falciparum M17LAP inhibitors, primary screen, biochemical, fluorogenic H-Leu-NHMec substrate, 1536-well (AID 1619); recombinant M17LAP, H-Leu-NHMec fluorogenic kinetic assay; higher % means a stronger effect; one-dose inhibition, % at 30 µM; IC50 in µM for titrated hits; 0.38% of 220,000 active;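 active means compound inhibiting the enzyme by more than half at any dose during confirmatory dose-response retesting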;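 further: plate controls were full reaction with DMSO carrier for no effect and no enzyme background for full effect; strong numbers were not always called active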
P. falciparum M1AAP: P. falciparum M1AAP inhibitors, biochemical, fluorogenic H-Leu-NHMec substrate, 1536-well (AID 1445) | 0.42% of 220,000 active | one-dose inhibition, % at 30 µM; IC50 in µM for titrated hits | recombinant M1AAP, H-Leu-NHMec fluorogenic kinetic assay; higher % means a stronger effect;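 active means primary inhibition above the hit cutoff, then over 50% inhibition at one or more dose response concentrations, cut at about 23% in these data, passing the limit was not always enough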;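 further: plate controls were DMSO full reaction for no effect and no enzyme background for full effect; strong numbers were not always called active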
Myeloid diff MLP GFP+ MAC1+ %: further read-out of Myeloid diff MLP, marked with its call; GFP+ MAC1+ double positive, %; measured here: differentiation confirmed by MAC1 staining
Starred values were filed as active, the others as inactive; i = inactive; nt = no result given. Unless noted, no stated cut-off is given here; in the data, active means inhibition above about 50%; inactive means the rest.

cpd	smiles	P. falciparum M1AAP	Myeloid diff MLP	LYP phosphatase	human PMI inhibition	TNAP activators	ER stress rescue	M17LAP inhibition	human PMI inhibitors	XIAP displacement	Myeloid diff MLP GFP+ MAC1+ %
1	CCOC(=O)c1c(C)[nH]c(C2=NNC(=NC(C)COC)SC2)c1C (stereo not drawn)	8%	i	-7%	-32%	1.1	-2.2%	20%	-60%	-2.5%	0.5
2	CNc1nc(Oc2ccc(=O)n(C)n2)nc(N2CCOCC2)n1	-4%	i	-5%	2%	1.1	1.4%	3%	-7%	-6.1%	0.7
3	Cc1ccc(-n2ncc3c(NCc4cccnc4)ncnc32)c(C)c1	7%	i	-7%	8%	1	-2.7%	10%	9%	-3.1%	0.4
4	CN(CCOc1ccccc1)CC(=O)Nc1cccc(Br)c1	1%	i	-3%	6%	1.1	-0.3%	8%	-1%	-5.9%	0.6
5	CCN(CC)S(=O)(=O)c1cccc(C(=O)Nc2ccccc2)c1	13%	i	-6%	-3%	1.2	-2.0%	11%	0%	0.7%	0.3
6	COC(=O)c1nn(-c2ccccc2)c(=O)cc1O	3%	i	-7%	-12%	1.1	-0.5%	-20%	4%	-2.9%	0.0
7	Cc1c(C(N)=O)sc(N)c1C(=O)OC(C)C	2%	i	-5%	-6%	1.1	0.9%	-11%	5%	0.5%	0.9
8	c1ccc(-c2nnc(CSc3nncs3)o2)cc1	11%	i	0%	16%	1.1	-2.4%	0%	14%	2.5%	0.9
9	CCOC(=O)C1CCN(C(=O)CCS(=O)(=O)c2ccc3c(c2)CCN3C(=O)CC)CC1	-3%	i	-3%	-4%	1.2	-0.6%	-7%	-1%	-0.9%	0.4
10	CS(=O)Cc1cc(Oc2ccccc2)nc(-c2ccncc2)n1 (stereo not drawn)	6%	i	-2%	-9%	1.2	-1.3%	-8%	-7%	-7.0%	0.5
11	CCOC(=O)c1c(C)nc(C(Cl)(Cl)Cl)nc1N	-4%	i	-8%	-2%	1.1	1.2%	-3%	2%	-18%	0.3
12	O=C(Nc1ccc2c(c1)OCO2)C1CCN(Cc2cnn(-c3ccccc3)c2-n2cccc2)CC1	4%	i	-1%	14%	1.6	-0.6%	-2%	8%	-4.1%	1.1
13	Cc1cccc(NC(=O)c2ccc(COc3ccc4ccccc4c3)o2)n1	1%	i	3%	20%	1.1	0.5%	-3%	28%	-5.7%	0.0
14	CCOc1ccc(NC(=O)CN(c2cccc(C(F)(F)F)c2)S(C)(=O)=O)cc1	2%	i	-9%	4%	1.1	-1.4%	7%	0%	-6.9%	1.6
15	COC(=O)c1c(NC(=O)c2ccccc2)sc(Cc2ccccc2)c1C	1%	i	0%	10%	1.1	-0.8%	-3%	14%	-2.6%	0.8
16	C=CCn1c(COc2ccccc2F)nnc1SCC(=O)NC(=O)NCc1ccco1	11%	i	-1%	-7%	1.1	2.5%	1%	-4%	-3.5%	1.8
17	Cn1c(/C(C#N)=C/c2cccc(O)c2)nc2ccccc21	0%	i	-6%	8%	1	-0.1%	5%	6%	-8.2%	0.1
18	NS(=O)(=O)c1ccc(NC(=S)NNC(=O)c2cccs2)cc1	-1%	i	-6%	63%*	1.2	-0.7%	-19%	44%	-4.3%	0.2
19	O=C1[C@H]2[C@H](ON3CCCC[C@H]23)C(=O)N1c1cccc(C(F)(F)F)c1	-2%	i	-8%	-1%	1.1	0.3%	6%	2%	-6.5%	0.3
20	CCOC(=O)C1(Cc2cccc(OC)c2)CCN(Cc2cccn2-c2nccs2)CC1	0%	i	-1%	9%	1.1	-1.3%	-6%	6%	-0.8%	0.0
21	N=c1n(CC(=O)c2ccc([N+](=O)[O-])cc2)c2ccccc2n1Cc1ccc(Cl)cc1	0%	i	-1%	-2%	0.9	-5.5%	-9%	-18%	0.4%	0.2
22	Cc1nnc(SCC(=O)NCC2CCCO2)n1-c1ccccc1 (stereo not drawn)	-2%	i	-12%	7%	1.1	-1.1%	7%	7%	-4.8%	0.6
23	CCCCCC1CCC(c2n[nH]c(=S)n2C)CC1 (stereo not drawn)	1%	i	7%	-4%	2.1	-2.2%	2%	-5%	-12%	0.8
24	COc1ccc2[nH]c(=O)c(CN(CCO)S(=O)(=O)c3c(C)ccc4nsnc34)cc2c1	4%	i	-7%	-1%	1.1	-0.2%	-17%	-8%	-3.4%	1.7
25	O=C(Nc1ccccc1)N1CCCN(c2nccc(C(F)(F)F)n2)CC1	-7%	i	-10%	nt	nt	nt	-7%	nt	nt	0.5
26	CC(C)Cn1c(SCC(=O)N2CCN(C(=O)c3ccco3)CC2)nc2ccccc2c1=O	8%	i	1%	-2%	1	5.0%	3%	8%	-16%	0.3
27	O=C(Oc1ccc(N(Cc2cccs2)C2=NS(=O)(=O)c3ccccc32)cc1)c1ccccc1Cl	1%	i	-7%	8%	1	1.1%	-6%	13%	-9.0%	0.8
28	Cc1nnc2ccc(N3CCN(C(=O)c4ccccc4)CC3)nn12	3%	i	-4%	-12%	0.9	-0.4%	4%	0%	-1.7%	1.4
29	CCCCn1c(SCC(=O)N2c3ccccc3Sc3ccccc32)nc2c1c(=O)n(C)c(=O)n2C	12%	i	-1%	6%	1.1	0.7%	3%	2%	-3.2%	1.2
30	N#CC(c1ccccn1)c1ncc(C(F)(F)F)cc1Cl (stereo not drawn)	3%	i	-6%	-1%	1.1	-1.0%	0%	4%	-4.1%	0.4
31	Cn1ccc(C(=O)NC(=S)N2CCSCC2)n1	-4%	i	-6%	nt	nt	nt	-3%	nt	nt	0.4
32	COc1cc(C)c(Cc2cnc(N)nc2N)cc1OC	-7%	nt	-8%	3%	1.1	-1.4%	-6%	-2%	1.1%	nt
33	COC(=O)c1ccc(C(=O)OC)c(NC(=O)COC(=O)C2CC2C)c1 (stereo not drawn)	7%	i	0%	6%	1	-1.2%	7%	4%	-4.9%	0.5
34	COc1ccc(C(=O)c2oc3ccc(OC)cc3c2NC(C)=O)cc1	10%	i	3%	-11%	1	-0.6%	16%	1%	-5.8%	0.8
35	O=C(N/N=C(/CC(=O)c1cccs1)C(F)(F)F)c1ccc(O)cc1	30%	i	-6%	-8%	1	-1.3%	-2%	1%	-9.2%	0.7
36	Oc1ccc(Cl)cc1C1=NNC(c2cccs2)C1 (stereo not drawn)	4%	i	-2%	nt	nt	nt	8%	nt	nt	0.6
37	O=C(Nc1ccc(Cl)cc1C(=O)NCc1cccnc1)c1ccco1	-3%	i	0%	7%	1.1	-2.8%	-6%	5%	-4.5%	4.5
38	COc1ccc(OC)c(NC(=O)c2ccno2)c1	3%	i	-4%	-2%	1.1	-1.9%	-1%	13%	-3.9%	0.2
39	COc1ccc(-c2cc(C(=O)N3CCCCC3)no2)cc1OC	13%	i	-3%	-13%	1	-0.3%	9%	-11%	-6.2%	0.6
40	Cc1ccc(Cn2ccc(O)c(Cc3ccccc3)c2=O)cc1	4%	i	-6%	-1%	1.1	3.1%	0%	-3%	-6.3%	0.2
41	Cc1cc(C)c2nc(N3CCCC3)c(C#N)cc2c1	10%	i	-3%	-30%	1.3	-1.0%	-23%	-29%	-9.4%	0.4
42	O=C(Nc1c(Cl)ccc2nsnc12)c1cccnc1	-2%	i	-7%	-9%	1	-2.2%	-2%	-2%	-10%	0.4
43	CSc1cccc(CN2CCN(CCC(C)C)C(CCO)C2)c1 (stereo not drawn)	-6%	i	-5%	0%	1.2	0.1%	4%	-5%	-5.5%	0.3
44	Cc1ccc2sc(NNC(=O)c3cc(-c4cccs4)nc4ccccc34)nc2c1C	4%	nt	-2%	-46%	1.1	-0.1%	-9%	-58%	-16%	nt
45	CCC(OC(=O)c1cccs1)C(=O)NCc1ccc(C)cc1 (stereo not drawn)	0%	i	-3%	2%	1.1	-1.9%	8%	-1%	3.1%	0.6
46	CC/C(=N\NC(=S)Nc1ccc(OC)cc1)c1ccc(OC(F)F)cc1	11%	i	-4%	8%	1.1	-1.1%	24%	16%	-2.0%	1.1
47	O=C(CSc1nc2ccccc2s1)N1N=C(c2cccs2)CC1c1ccc(F)cc1 (stereo not drawn)	8%	i	2%	8%	1.1	3.2%	2%	1%	-14%	1.2
48	COc1ccc(NC(=S)NCC(O)c2ccccc2)c(OC)c1 (stereo not drawn)	14%	i	2%	-7%	1.1	-3.8%	-1%	-8%	0.6%	0.9

Retrieved by compound from the entries so far, 3 records:
cpd	smiles	P. falciparum M1AAP	Myeloid diff MLP	LYP phosphatase	human PMI inhibition	TNAP activators	ER stress rescue	M17LAP inhibition	human PMI inhibitors	XIAP displacement	Myeloid diff MLP GFP+ MAC1+ %
44	Cc1ccc2sc(NNC(=O)c3cc(-c4cccs4)nc4ccccc34)nc2c1C	4%	nt	-2%	-46%	1.1	-0.1%	-9%	-58%	-16%	nt
41	Cc1cc(C)c2nc(N3CCCC3)c(C#N)cc2c1	10%	i	-3%	-30%	1.3	-1.0%	-23%	-29%	-9.4%	0.4
43	CSc1cccc(CN2CCN(CCC(C)C)C(CCO)C2)c1 (stereo not drawn)	-6%	i	-5%	0%	1.2	0.1%	4%	-5%	-5.5%	0.3

As entered above.
human PMI inhibition, O=C(Nc1ccc2c(c1)OCO2)C1CCN(Cc2cnn(-c3ccccc3)c2-n2cccc2)CC1 = 14%
P. falciparum M1AAP, NS(=O)(=O)c1ccc(NC(=S)NNC(=O)c2cccs2)cc1 = -1%
human PMI inhibitors, COc1ccc2[nH]c(=O)c(CN(CCO)S(=O)(=O)c3c(C)ccc4nsnc34)cc2c1 = -8%
Myeloid diff MLP GFP+ MAC1+ %, COc1ccc(OC)c(NC(=O)c2ccno2)c1 = 0.2
XIAP displacement, COc1ccc(NC(=S)NCC(O)c2ccccc2)c(OC)c1 (stereo not drawn) = 0.6%

Other results
cpd	smiles	P. falciparum M1AAP	Myeloid diff MLP	LYP phosphatase	human PMI inhibition	TNAP activators	ER stress rescue	M17LAP inhibition	human PMI inhibitors	XIAP displacement	Myeloid diff MLP GFP+ MAC1+ %
49	Clc1ccccc1-c1nnc2sc(-c3cccs3)nn12	8%	i	-5%	17%	1	2.7%	8%	19%	-8.0%	5.7
50	CCN1C(=O)/C(=C/N(C)C)c2ccccc21	6%	i	-9%	10%	1.1	0.6%	23%	11%	0.1%	0.8
51	CCn1c(C)nc2cc(C(=O)N=Nc3c(O)[nH]c4c(C)cc(C)cc34)ccc21	-2%	nt	-14%	2%	1	-1.4%	-2%	-3%	4.2%	nt
52	CN(CC(=O)Nc1ccc2c(c1)CCC2)CC(=O)Nc1ccccc1Br	-5%	i	-1%	-2%	1.1	0.1%	-4%	-2%	0.1%	0.1
53	CC1CCN(C(=O)CSc2nnc(-c3ccc(S(=O)(=O)N4CCOCC4)cc3)n2C)CC1	4%	i	-5%	-8%	1.1	1.3%	-5%	-15%	-7.0%	5.0
54	FC(F)(F)c1cnc(NNC(=S)Nc2cccnc2)c(Cl)c1	4%	i	-4%	8%	1.7	-1.4%	10%	-1%	-5.3%	0.6
